Screens as filed in PubChem BioAssay.
VLA-4 inh: inhibition in a human VLA-4 binding assay. P13612. VLA-4 expressing cells, ligand binding flow cytometry. inhibition, % (about 7 µM as worked out from the volumes in the protocol). 0.2% of 330,000 active. AID 2557; in the data active means inhibition above about 50%
MEX-5 binding: C. elegans MEX-5 TCR-2 RNA binding activity. MEX-5/FITC-TCR2 RNA binding, fluorescence polarization; active compounds read low. activity score (negative = inhibition of binding), % at 10 µM. 0.38% of 300,000 active. AID 1832;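 active means inhibition past about -25% in most replicates, and total fluorescence under double the plate's negative control median, limit read from the data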;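 further: 0% = DMSO and -100% = 5 µM competing unlabeled TCR2 RNA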
MCL1-BIM inh: inhibitors of human MCL1 binding to BIM-BH3 peptide. Q07820. AID 2057. GST-MCL1 / FITC-Bim-BH3 fluorescence polarization. inhibition, % at 10.9 µM. 0.68% of 320,000 active;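 active means inhibition above the mean inhibition of all tested compounds plus 3 SD, set per campaign, cut at about 40% in these data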;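 further: 0% = DMSO wells and 100% = unlabeled Bim-BH3 peptide control; higher means more loss of mP so more displacement of Bim peptide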
Target sequence (Q07820 whole entry, looked up): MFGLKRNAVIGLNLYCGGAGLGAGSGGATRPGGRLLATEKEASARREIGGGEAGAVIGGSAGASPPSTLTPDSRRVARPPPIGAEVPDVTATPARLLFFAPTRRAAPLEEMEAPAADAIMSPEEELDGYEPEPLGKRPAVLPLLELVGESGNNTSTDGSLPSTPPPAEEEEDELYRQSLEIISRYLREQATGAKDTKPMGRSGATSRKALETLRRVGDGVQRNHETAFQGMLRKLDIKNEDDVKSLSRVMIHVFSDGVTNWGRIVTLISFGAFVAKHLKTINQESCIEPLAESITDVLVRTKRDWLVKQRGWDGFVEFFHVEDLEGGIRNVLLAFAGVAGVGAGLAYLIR
Efflux pump mplx: antifungal efflux pump inhibition, Nile Red retention | S. cerevisiae Candida pump triplex | inhibition, % at 10 µM | 0.44% of 330,000 active | AID 485275;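 active means plate passing quality check with inhibition over a set limit, or well fluorescence over plate mean plus 4 SD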;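 further: Nile Red retained in pooled yeast measured as flow cytometry median fluorescence; 0% = buffer negative control and 100% = Enniatin B positive control; higher means more Nile Red kept so more efflux inhibition; some compounds called inactive have numbers as strong as hits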
GRK2 inh: inhibitors of human GRK2 displacing RNA aptamer; 0.59% of 330,000 active; P25098; inhibition of aptamer binding, % at 10 µM; bead flow cytometry, FAM-aptamer displacement from GRK2;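 active means inhibition of aptamer binding above 40%, roughly 3 SD of noise, on plates passing a quality check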;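 further: median bead fluorescence of bound FAM aptamer so fluorescent compounds give negative values; no value below 0 was filed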
Bcl-xL primary: Bcl-xL (human) inhibition; 0.7% of 320,000 active; GST-Bcl-xL / FITC-Bim BH3 peptide fluorescence polarization; inhibition, % at 10.9 µM;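 active means inhibition above the mean of all tested compounds plus 3 SD, cutoff set per campaign, cut at about 30% in these data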;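 further: 0% = DMSO wells and 100% = unlabeled Bim-BH3 peptide competitor; inhibitors lower millipolarization by displacing the labeled peptide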
Target sequence (Q07817 whole entry, looked up): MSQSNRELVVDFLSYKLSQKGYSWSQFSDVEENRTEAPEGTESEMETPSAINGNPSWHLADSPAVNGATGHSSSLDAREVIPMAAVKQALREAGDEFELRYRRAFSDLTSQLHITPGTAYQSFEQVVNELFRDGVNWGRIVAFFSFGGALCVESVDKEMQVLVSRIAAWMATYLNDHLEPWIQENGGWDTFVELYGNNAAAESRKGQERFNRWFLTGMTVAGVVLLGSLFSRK
Fam108B counter: blocks mouse Fam108B hydrolase in RBBP9 counter-screen; inhibition, % at 9.51 µM; 0.33% of 300,000 active; AID 1947; recombinant Fam108B, FP-Rh probe fluorescence polarization;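 active means inhibition above the screen mean inhibition plus 3 SD, computed separately per campaign, cut at about 18% in these data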;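 further: inhibitors lower polarization as less probe binds the enzyme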
PME-1 primary: PME-1 (human) inhibition. Q9Y570. recombinant PME-1, FP-Rh probe fluorescence polarization. inhibition, % at 5.9 µM. 0.53% of 320,000 active;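 active means inhibition above the campaign mean of all compounds plus 3 SD, cut at about 26% in these data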;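 further: competitive labeling of PME-1 active site by serine hydrolase directed probe; 0% = PME-1 with DMSO and 100% = wells lacking PME-1 enzyme; inhibitors block probe labeling so polarization falls and inhibition rises; many of its hits are not listed in these tables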
GLD-1 RNA inh: GLD-1-TGE RNA interaction inhibition (C. elegans); Q17339; purified GLD-1 + fluorescein TGE RNA, fluorescence polarization; inhibition, % at 5.96 µM; 0.44% of 320,000 active;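 active means percent inhibition above a per-plate cutoff, the plate mean of test compounds plus 3 SD, cut at about 30% in these data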;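 further: 0% = DMSO wells with GLD-1 and probe and 100% = wells lacking GLD-1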
Active calls of the source: *; . = not tested or not shown. Not all compounds are listed, so the mix of outcomes need not match the whole.

SMILES | VLA-4 inh | MEX-5 binding | MCL1-BIM inh | Efflux pump mplx | GRK2 inh | Bcl-xL primary | Fam108B counter | PME-1 primary | GLD-1 RNA inh
CC(C)[C@H](NC(=O)c1ccccc1F)C(=O)OCC(=O)NC1CC1 | 3 | . | . | 0.1 | 0 | . | . | . | -4
COc1cc(-c2nc3cnccn3c2Nc2ccc(C(C)C)cc2)ccc1O | -12 | -3.0 | 1 | 0.1 | 1 | -3 | -2 | 2 | -6
COc1ccc(C2c3[nH]c4ccccc4c3CCN2CCCn2cccn2)cc1C (stereo not given) | 2 | 0.7 | 0 | -0.3 | 2 | 6 | 2 | -2 | -1
O=C(CN1CCN(C(=O)c2ccco2)CC1)Nc1ccc(Cl)c(S(=O)(=O)N2CCOCC2)c1 | 5 | 2.0 | -5 | 0.2 | 1 | -10 | -2 | 1 | -1
COC(=O)Nc1ccc(S(=O)(=O)Nc2cnc3ccccc3n2)cc1 | 3 | 0.5 | 7 | 0.1 | 0 | 8 | 1 | -3 | -1
Cc1ccc(C(=O)NCc2n[nH]c(=S)n2-c2ccccc2)cc1[N+](=O)[O-] | 14 | -1.9 | -13 | 0.0 | 0 | -14 | 2 | -3 | -5
CCN(Cc1ccccc1)C(=O)c1ccc(SC)cc1OC | -8 | -0.9 | 0 | 0.1 | 2 | 7 | 0 | -1 | 7
Cn1c(CN2CCOCC2)nnc1SCC(=O)Nc1ccc2c(c1)OCCO2 | -1 | 1.7 | 0 | -0.1 | 0 | 5 | 6 | 2 | -3
COc1ccc2oc(C(=O)Nc3ccc(C)cn3)c(C)c2c1 | 25 | -1.6 | -1 | 0.0 | 2 | -1 | -2 | -6 | 0
C=CCn1c(SC(C)C(=O)NCC2CCCO2)nnc1-c1ccc(OC)cc1 (stereo not given) | 8 | . | . | 0.0 | 3 | . | . | . | 1
CCn1c(CC(=O)Nc2ccccc2Cl)nnc1SCC(=O)NC1CCCC1 | 0 | 3.4 | 0 | 0.0 | 0 | 4 | -2 | -2 | 3
COc1ccc(C(=O)/C=C/c2ccc(F)cc2)c(OC(=O)c2ccc([N+](=O)[O-])cc2)c1 | 4 | -1.1 | -3 | 0.0 | 1 | 2 | -2 | -1 | -3
CC(C(=O)Nc1ccccc1)N(C)CCOc1ccc(Br)cc1 (stereo not given) | 3 | 0.3 | 3 | -0.2 | 0 | 3 | 2 | -2 | 6
O=C(CSC1=NS(=O)(=O)c2cc(Cl)ccc2N1)NCCc1ccccc1 | 3 | 2.3 | -3 | 0.2 | 0 | -1 | -2 | -4 | 4
O=C(CSc1nc2sccc2c(=O)[nH]1)N1CCN(c2ccccc2)CC1 | -5 | 2.9 | -9 | 0.2 | 2 | -6 | -1 | 6 | 6
CC(C(=O)OCC(=O)c1ccc(Br)cc1)N1C(=O)C2C3C=CC(C3)C2C1=O (stereo not given) | 3 | 2.8 | 1 | -0.1 | 0 | 2 | -3 | -1 | -4
CN(C)C(=O)CN1CCN(C(=O)CCl)CC1 | 5 | -0.4 | 16 | -0.1 | 0 | 16 | 2 | -6 | 10
COc1ccc(-c2[nH]c3ccccc3c2SCCNC(=O)c2ccccc2)cc1 | -8 | 0.6 | -6 | 0.1 | 0 | 0 | 15 | 13 | 2
CC(C)CN1CCN(Cc2cc3ccccc3[nH]2)CC1CCO (stereo not given) | -16 | -0.8 | 5 | 0.1 | 0 | 9 | -1 | 0 | 2
Fc1cccc(Cl)c1CNn1cn[nH]c1=S | 5 | 0.9 | -1 | -0.1 | 2 | -1 | -4 | -8 | 3
CC(=O)C1=C(C)NC(C)=C(C(C)=O)C1c1ccccc1 | 5 | -0.1 | 4 | 0.0 | 0 | 5 | 0 | 2 | 2
COc1cc(-c2nc(C(=O)NC3CCCCC3)cc3c2[nH]c2ccccc23)cc(OC)c1OC | 13 | 5.5 | 2 | 0.1 | 3 | -2 | -20 | -20 | 3
Cc1ccc(C2=NCCn3nc4cc([N+](=O)[O-])ccc4c32)cc1 | 0 | -2.5 | 13 | 0.2 | 0 | 15 | 2 | 4 | -5
Cc1ccccc1Cn1c(=O)sc2ccccc2c1=O | 0 | -0.3 | 4 | 0.1 | 0 | -2 | 4 | 1 | -9
COc1cccc(C(=O)OCC(=O)c2ccc(Br)s2)c1OC | 13 | . | -6 | 0.5 | 11 | -2 | . | 5 | 3
The list goes on:
SMILES | VLA-4 inh | MEX-5 binding | MCL1-BIM inh | Efflux pump mplx | GRK2 inh | Bcl-xL primary | Fam108B counter | PME-1 primary | GLD-1 RNA inh
O=C(Cc1coc(-c2ccc(F)cc2)n1)NCc1ccccc1 | -22 | 0.3 | 3 | 0.0 | 10 | 4 | 0 | -6 | 0
CCc1nn(CC(=O)NCCN2CCN(C)CC2)c(=O)c2cc3occc3n12 | 10 | 0.0 | 6 | 0.0 | 3 | 4 | 3 | 3 | 6
COc1ccc2c(=O)c(-c3ccc4c(c3)OCO4)coc2c1 | . | -0.6 | -3 | . | . | 1 | -1 | -4 | 6
O=C(NCCCN1CCCC1=O)Nc1cc(Cl)ccc1Cl | -8 | 2.3 | 5 | 0.4 | 1 | 0 | 1 | 1 | 2
CC(=O)c1ccc(N(CC(=O)NCCc2ccccc2)C(=O)c2csnn2)cc1 | -3 | 1.2 | 11 | 0.4 | 0 | 8 | 1 | -1 | 2
Cc1cc(OCC(O)CN2C(C)CCCC2C)ccc1C(C)C (stereo not given) | -5 | 0.7 | 1 | -0.2 | 2 | 9 | 3 | -6 | -1
O=C(CSc1ccc([N+](=O)[O-])cc1)OCC(=O)N1CCCC1=O | 8 | . | -6 | -0.1 | 0 | -2 | . | -4 | 1
O=C(NCc1ccccc1Cl)c1cccc(NC2=NC3CS(=O)(=O)CC3S2)c1 (stereo not given) | -5 | -0.1 | 5 | 0.1 | 2 | -2 | -2 | 1 | 7
O=S(=O)(NCc1cccs1)NCc1ccccc1F | -8 | -0.5 | 12 | -0.1 | 10 | 2 | 2 | 7 | -1
Clc1ccc(SCc2nc3ccccc3[nH]2)cc1 | 6 | 3.4 | 0 | 0.1 | 0 | -1 | 4 | -4 | -3
CCC1CCCCN1C(=O)CCc1nnc(C2CCCCC2)o1 (stereo not given) | 9 | 1.7 | 2 | 0.0 | 4 | -2 | -2 | 3 | 3
CN(C(=O)CCOc1ccccc1)c1c(N)n(Cc2ccccc2)c(=O)[nH]c1=O | 20 | 1.8 | 1 | 0.0 | 0 | 1 | 0 | -1 | 15
CCN(CC)c1ccc(C(=O)NC(=S)N2CCN(Cc3ccc4c(c3)OCO4)CC2)cc1 | 28 | 2.9 | 8 | 0.1 | 0 | 2 | 3 | -2 | 4
CC(C)c1cc(-c2cc(C(=O)Nc3ccccc3)on2)nc(NC2CCCC2)n1 | 21 | 4.9 | 2 | 0.2 | 0 | 2 | -12 | -14 | -6
Brc1ccc(/C=N/Nc2ccccn2)cc1 | 3 | 0.4 | 9 | 0.0 | 1 | 2 | 4 | 2 | 0
COc1ccccc1CNC(=O)CN1C(=O)c2cccc(N)c2C1=O | 0 | -0.4 | 107* | 0.1 | 0 | 93* | 2 | -1 | 103*
O=C(CN(C(=O)CCC(=O)Nc1ccccn1)C1CCCC1)NCc1ccccc1 | -6 | -0.2 | 3 | 0.3 | 3 | 3 | -2 | -1 | -4
CCC(=O)Oc1ccc2oc(=O)cc(C)c2c1 | -12 | -3.8 | 2 | 0.0 | 0 | -1 | -2 | 5 | 5
O=c1c2cc3c(=O)n(-c4ccccc4O)c(=O)c3cc2c(=O)n1-c1ccccc1O | 12 | 1.0 | 7 | 0.2 | 1 | 1 | 1 | 0 | 2
COC(=O)c1ccc(NC(=O)CN2C(=O)CNC2=O)cc1 | -2 | 0.8 | -2 | 0.0 | 0 | -6 | -1 | 6 | 8
O=C(O)CN1C(=O)/C(=C/c2ccccc2Br)Oc2ccccc21 | 4 | 2.4 | 9 | 0.0 | 0 | 3 | 6 | 0 | 1
O=C(Oc1ccccc1C(=S)N1CCOCC1)c1ccccc1 | 6 | -0.6 | 11 | 0.1 | 1 | 3 | 0 | 5 | -1
COc1ccc(CSc2nnc(Cc3sc(-c4ccccc4)nc3-c3ccccc3)o2)cc1 | 10 | 0.6 | 0 | 0.4 | 2 | 3 | -4 | -5 | 6
Cc1ccc(C(C(=O)NCc2ccco2)N(C(=O)CNC(=O)c2cccs2)c2ccc(C)cc2)cc1 (stereo not given) | 4 | 2.1 | -3 | 0.0 | 2 | 0 | -4 | -1 | 7
C/C(=N\Nc1cc(C(F)(F)F)ccc1Cl)c1ccccc1O | 4 | 0.7 | 7 | 0.1 | 2 | 0 | -6 | 2 | 6
Cc1ccc(-n2cc(CN3CCN(c4ccccn4)CC3)c(-c3ccc(F)cc3)n2)cc1 | 11 | 0.1 | 5 | 0.2 | 0 | 5 | 5 | 1 | -3
